Compound activity as filed in PubChem.
Pol eta inh: qHTS for Inhibitors of Polymerase Eta; DNA polymerase eta (Homo sapiens), Q9Y253; recombinant Pol eta, fluorescent DNA replication assay; Potency, µM (titrated, usually from 114 µM), for inactives: at the highest dose activity change, negative = inhibition, usual class: inhibitors; actives 1.2% (n = 390,000); AID 588591, 2011; note: % is set by controls: 0 for no effect and ±100 for the full control effect
Target sequence (Q9Y253 whole entry, looked up): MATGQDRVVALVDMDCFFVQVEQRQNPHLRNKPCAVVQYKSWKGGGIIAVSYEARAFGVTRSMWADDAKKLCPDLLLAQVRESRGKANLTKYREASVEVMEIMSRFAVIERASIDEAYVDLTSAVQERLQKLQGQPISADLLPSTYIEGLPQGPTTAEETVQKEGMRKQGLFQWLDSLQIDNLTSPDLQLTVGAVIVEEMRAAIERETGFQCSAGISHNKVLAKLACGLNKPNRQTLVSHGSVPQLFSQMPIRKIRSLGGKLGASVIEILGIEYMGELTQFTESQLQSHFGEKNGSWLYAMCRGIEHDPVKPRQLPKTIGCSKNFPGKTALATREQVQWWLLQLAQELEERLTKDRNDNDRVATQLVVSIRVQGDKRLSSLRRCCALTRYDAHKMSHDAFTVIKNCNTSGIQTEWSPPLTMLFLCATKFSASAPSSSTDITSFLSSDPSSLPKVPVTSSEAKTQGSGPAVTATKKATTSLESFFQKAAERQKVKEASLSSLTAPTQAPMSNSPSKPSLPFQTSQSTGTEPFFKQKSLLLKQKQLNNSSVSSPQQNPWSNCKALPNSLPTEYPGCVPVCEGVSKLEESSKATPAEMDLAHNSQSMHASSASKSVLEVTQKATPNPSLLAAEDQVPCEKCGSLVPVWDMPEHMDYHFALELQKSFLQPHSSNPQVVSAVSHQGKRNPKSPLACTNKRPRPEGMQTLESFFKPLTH
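Fluorescent replication assay: 50 nM final substrate added after a 15 min room-temperature compound preincubation with 10 nM enzyme. Signal taken at 0 min and again at 10 min.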
APE1 inh: qHTS Assay for Inhibitors of the Human Apurinic/apyrimidinic Endonuclease 1 (APE1) | DNA repair nuclease/redox regulator APEX1 (Homo sapiens), P27695 | recombinant APE1, TAMRA/BHQ-2 abasic DNA cleavage fluorescence | actives 0.35% (n = 350,000) | Potency, µM (top dose mostly 65.8 µM), for the others: top-dose activity change, negative = inhibition, usual class: inhibitors;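 note: plate controls were vehicle for no effect and reference inhibitor for full effect; nearly all actives have a fitted effect of over 55% in size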
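Measures dequenching upon AP-site incision of a 5'-TAMRA/3'-BHQ-2 THF-containing duplex, 50 nM; human APE1 0.75 nM after 15 min room-temperature exposure to compound; kinetic three-point read at one-minute spacing.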
G9a block: qHTS Assay for Inhibitors of Histone Lysine Methyltransferase G9a | Histone-lysine N-methyltransferase EHMT2 (Homo sapiens), Q96KQ7 | G9a H3K9 monomethylation, AlphaScreen, 2 h | Potency, µM (top dose mostly 102 µM), for the others: at the highest dose activity, negative = inhibition, usual class: inhibitors | actives 8.8% (n = 350,000); note: % is set by controls: 0 for no effect and ±100 for the full control effect; nearly all actives have a fitted effect of over 75% in size
Target sequence (Q96KQ7 913-1193 limits assumed): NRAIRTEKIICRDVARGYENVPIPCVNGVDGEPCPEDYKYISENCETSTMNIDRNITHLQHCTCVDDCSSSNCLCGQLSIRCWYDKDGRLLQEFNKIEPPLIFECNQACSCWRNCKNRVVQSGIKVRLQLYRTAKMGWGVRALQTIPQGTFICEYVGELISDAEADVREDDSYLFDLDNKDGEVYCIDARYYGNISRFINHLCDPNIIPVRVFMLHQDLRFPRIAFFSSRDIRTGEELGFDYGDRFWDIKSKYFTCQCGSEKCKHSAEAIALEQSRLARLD
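G9a (20 nM) preincubated 15 min RT with compounds, then 500 nM biotinylated H3K9 peptide and 20 uM SAM added; 2 h RT reaction. Monomethyl-H3K9 product detected by AlphaScreen with anti-H3K9me1 antibody, streptavidin donor and anti-rabbit IgG acceptor beads.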
POLB inh: qHTS Assay for Inhibitors of DNA Polymerase Beta; P06746; Pol beta primer extension/strand displacement, fluorescence kinetic; Potency, µM (top dose mostly 114 µM), without a hit: top-dose activity change, negative = inhibition, most hits filed as inhibitors; actives 1.3% (n = 340,000); note: % is set by controls: 0 for no effect and ±100 for the full control effect
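Enzyme-only controls used 10 nM Pol beta; buffer lacking enzyme served as negative control. Compound preincubated 15 min, then 50 nM substrate added; 0 and 10 min reads at room temperature.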
Anesthetic bind: qHTS Assay for Identification of Novel General Anesthetics; Ferritin light chain (Equus caballus), P02791; apoferritin/1-aminoanthracene competitive binding, fluorescence; Potency, µM (series often up to 77.5 µM), for the others: at the top dose activity change, negative = displacement, most hits filed as inhibitors; actives 0.074% (n = 350,000); AID 485281, 2010; note: % is set by controls: 0 for no effect and ±100 for the full control effect; nearly all actives have a fitted effect of over 20% in size
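Apoferritin-based anesthetic binding model; compound displacement of fluorescent 1-AMA measured as endpoint fluorescence after 10 minutes at room temperature, scaled to free-ligand and complex controls.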
BAZ2B block: qHTS Assay for Inhibitors of BAZ2B. actives 4.4% (n = 360,000). Potency, µM (series often up to 114 µM), without a hit: top-dose activity change, negative = inhibition, most hits filed as inhibitors. Bromodomain adjacent to zinc finger domain protein 2B (Homo sapiens), Q9UIF8. AlphaScreen BAZ2B-H3K14Ac peptide displacement; note: % is set by controls: 0 for no effect and ±100 for the full control effect; nearly all actives have a fitted effect of over 60% in size
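BAZ2B 50 nM plus b-H3(5-23)K14Ac 50 nM, PBS pH 7.4/0.01% Tween-20, 30 min RT; compound added (max 110 uM), 30 min RT; streptavidin donor/Ni-chelate acceptor beads 10 ug/mL final, 20 min dark; AlphaScreen read.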
Pol kappa inh: qHTS for Inhibitors of Polymerase Kappa; DNA polymerase kappa (Homo sapiens), Q9UBT6; purified Pol kappa, fluorescent DNA synthesis assay, 10 min; Potency, µM (titrated, usually from 107 µM), without a hit: at the top dose activity, negative = inhibition, most hits filed as inhibitors; actives 0.53% (n = 400,000); AID 588579, 2011; note: % is set by controls: 0 for no effect and ±100 for the full control effect
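Kinetic fluorescence screen: compound preincubated 15 min RT with 10 nM enzyme; 50 nM substrate (final) initiates; reads at 0/10 min.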
Pol iota inh: qHTS for Inhibitors of Polymerase Iota. DNA polymerase iota (Homo sapiens), Q9UNA4. Pol iota fluorescent replication assay, 10 min. Potency, µM (series often up to 115 µM), without a hit: top-dose activity, negative = inhibition, hits mostly inhibitors. actives 1% (n = 390,000). AID 588590, 2011
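Fluorescent replication assay read twice, at 0 min and 10 min after adding 50 nM (final) substrate. Enzyme (10 nM) and compounds were first incubated 15 min at room temperature; enzyme-free buffer wells were negative controls.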
BLM helicase inh: qHTS Assay for Inhibitors of Bloom's syndrome helicase (BLM) | actives 0.2% (n = 350,000) | Potency, µM (top dose mostly 56.1 µM), for the others: top-dose activity change, negative = inhibition, most hits filed as inhibitors | recombinant BLM DNA unwinding, fluorescence dequenching | RecQ-like DNA helicase BLM (Homo sapiens), P54132;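 note: plate controls were vehicle for no effect and no enzyme for full effect; nearly all actives have a fitted effect of over 35% in size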
Active calls of the source: *; ? = inconclusive; . = no result given; & = joins results of further samples; [ ] = remark or other dose. Calls come from the whole dose curve; as a rule, active = well fitted curve in the direction sought with a large enough effect; inconclusive = small, poorly fitted or top-dose-only effect, or another doubt; inactive = no such curve, though single readings can be large; an effect the other way counts as inactive or inconclusive. Potency is the fitted concentration of half-maximal effect. These rows are one share of the data; count on the stated rates, not on these rows.

Pol eta inh | APE1 inh | G9a block | SMILES | POLB inh | Anesthetic bind | BAZ2B block | Pol kappa inh | Pol iota inh | BLM helicase inh
2.9% | -1.5% | ? | CC1(C)CC(=O)c2c(nc(SCC(=O)Nc3nsc(-c4ccccc4)n3)c(C#N)c2-c2ccccc2)C1 | 3.1% | -22.2% | -35.9% | -9.2% | -5.3% | -1.5%
-12.1% | 2.7% | -5.1%[12.7 µM] | CCc1cccc(NC(=S)N(CCN(C)C)C(C)c2ccncc2)c1 (centres undefined) | -29.2% | 3.0% | 0.4% | 2.1% | 29.8% | -0.6%
-16.7% | 12.2% | -25.4% | COc1ccccc1N1CCN(C2CC(=O)N(C)C2=O)CC1 (centres undefined) | 24.9% | -0.4% | 2.5% | 0.3% | 4.7% | -10.6%
-9.0% | . | -5.7%[59 µM] | CCc1ccc(NC(=O)CN2CCCN(Cc3cccc(Cl)c3)S2(=O)=O)cc1 | 49.4% | 5.3% | -7.6% | -5.1% | 20.2% | -0.6%
-12.6% | -17.1% | -48.1% | CC1CCc2cc(F)ccc2N1C(=O)CSc1nnc(-c2cccs2)n1C (centres undefined) | 22.1% | -12.4% | 9.3% | 4.7% | -7.8% | 0.6%
-8.1% | -0.9% | -30.6% | CC(=O)Nc1ccc(OC(=O)c2cc3ccccc3oc2=O)cc1 | -1.3% | 4.9% | -3.7% | -6.0% | -9.7% | -2.4%
-2.3% | 0.5% | 16.4% | C/C(=N\N=C(/N)SC1CC(=O)N(c2cccc(Cl)c2)C1=O)c1cccs1 (centres undefined) | ? | ? | -31.0% | -5.3% | 12.1% | 0.3%
-8.6% | -3.2% | . | Clc1cccc(OCCn2ccnc2)c1 | 9.1% | -14.9% | -4.0% | -6.7% | 102.8%[activator] | -1.8%
-11.4% | -4.5% | ? | CCc1nc(N2CCCC2C(=O)O)c2oc3ccccc3c2n1 (centres undefined) | 2.0% | -4.6% | ? | -1.6% | 15.3% | 2.0%
-4.3% | -3.6% | 20.0%[0.501 µM] | CCN(CC(=O)NCc1cccs1)C(=O)/C=C/c1ccc(OC)c(OC)c1 | . | . | 15.5% | -8.6% | 16.9% | .
-7.4% | 16.7% | ? | COc1cccc(-c2[nH]nc3c2C(c2ccc(C)o2)C(C#N)=C(N)O3)c1 (centres undefined) | 9.5% | -15.9% | -2.5%[57.1 µM] | -4.5% | 13.6% | -2.6%
-9.8% | -3.2% | 5.6% | CCN(CC(O)CON=C1c2ccccc2-c2ccccc21)S(=O)(=O)c1ccc(C)cc1 (centres undefined) | -1.2% | ? | 1.1% | -4.4% | 15.4% | -11.6%
-13.4% | 3.5% | 6.0% | O=C(Nc1cc(C(F)(F)F)ccc1-n1cnc2ccccc21)c1ccccc1 | 0.4% | -4.0% | 10.3% | -10.0% | 165.3%[activator] | -2.1%
-6.1% | 21.0% | ? | Cc1cc(S(=O)(=O)N2CCOCC2)ccc1OCC(=O)N1CCC(C)CC1 | 5.6% | -11.7% | -4.6% | 2.1% | 18.3% | -3.8%
0.9% | 6.8%[12.4 µM] | -5.3%[59 µM] | CCCc1cc(=O)[nH]c(SCC(=O)Nc2nonc2C)n1 | -17.4% | 1.5% | 1.3% | -2.2% | 12.2% | 3.3%
-2.7% | 1.2% | 44.7µM* | CN1CCN(C(=O)c2ccc(NS(=O)(=O)c3cccc([N+](=O)[O-])c3)cc2)CC1 | . | . | 3.3% | -6.7% | 26.2% | .
4.5% | 9.6% | 13.5% | CCn1ncc(Br)c1C(=O)Nc1ccc2c(c1)OCCO2 | 24.9% | -9.5% | 1.0% | 0.1% | 89.6%[activator] | -27.1%
-17.2% | 0.8% | ? | O=C(CSc1nnc(-c2cccnc2)n1Cc1ccco1)NCc1ccc2c(c1)OCO2 | 2.6% | -19.5% | 4.1% | -5.7% | 16.7% | 0.2%
20µM* | -9.1% | 11.2µM* | O=C(O)c1cc(N/N=C2/CC(c3ccccc3)Oc3ccccc32)ccc1Cl (centres undefined) | 39.8µM* | ? | -38.0% | ? | ? | -6.7%
-2.5% | 1.8% | ? | CCN1CCN(C(=O)c2oc(=O)c3ccccc3c2-c2ccc(C)cc2)CC1 | 2.0% | 4.9% | 6.9% | -1.5% | 1.3% | -2.9%
? | 4.9% | -27.1%[0.0925 µM] | COc1ccc([N+](=O)[O-])cc1NC(=O)CCc1ccccc1 | -3.2% | ? | -34.3% | -3.5% | 20.0% | -3.0%
4.1% | 30.6%[activator] | -7.1%[2.33 µM] | CC1(C)Cc2cccc(OCC(=O)N3CCN(S(=O)(=O)c4ccc(F)cc4)CC3)c2O1 | 5.5% | -19.0% | 2.6% | -0.6% | 14.6% | -0.6%
-11.0% | 8.1% | ? | O=C(Cn1nnc2ccccc21)OCC(=O)c1ccc(Cl)c(Cl)c1 | -1.1% | -8.9% | -1.7% | -6.7% | -0.1% | 3.1%
14.0% | -1.6% | -1.6%[12.7 µM] | c1ccc(-n2ncc3c(NCc4ccccn4)ncnc32)cc1 | 1.4% | 5.4% | -0.1% | -0.3% | 20.4% | 0.7%
-11.6% | 32.8% | 6.7% | Cc1cc(SCC(=O)N/N=C/c2ccc(O)cc2O)nc2ccccc12 | 1.8% | ? | -30.1% | -9.3% | 12.1% | -6.5%
-13.1% | -1.7% | -3.1% | CC(OC(=O)c1ccccc1)C(=O)NCCC1=CCCCC1 (centres undefined) | -5.3% | -20.4% | 6.0% | 12.6% | -20.9% | -8.5%
-8.4% | -5.3% | -47.9%[59 µM] | CCOc1ccc(-c2nnc(-c3ccccc3)n2-c2ccccc2)cc1 | -5.6% | -5.3% | 7.1% | -12.7% | -3.5% | 0.5%
-13.4% | -1.1% | ? | CCN(CC)c1ccc(-c2c(C#N)c(N)nc(OC)c2C#N)cc1 | 3.1% | 31.5%[activator] | -4.9% | 2.2% | 5.6% | -0.9%
-13.8% | 8.2% | ? | COc1ccccc1NC(=O)N(Cc1ccco1)Cc1cc2cccc(C)c2[nH]c1=O | -0.3% | 0.8% | ? | -1.2% | -4.3% | -2.5%
-5.7% | 10.7% | -3.1%[59 µM] | Cc1ccc(NC(=O)C2C(=O)N(CCO)C3(C)CC2c2ccccc2O3)cc1 (centres undefined) | 9.1% | -9.0% | -5.1% | -3.7% | 6.5% | -0.5%
-19.1% | -1.4% | -39.9% | CCCCC(CCC(=O)Nc1cc([N+](=O)[O-])ccc1O)C(=O)O (centres undefined) | 25.8% | -12.0% | 1.5% | -3.6% | 58.6%[activator] | 2.1%
-13.0% | 0.2% | . | O=C(Nc1nc2cc3c(cc2s1)OCO3)c1ccco1 | ? | -4.7% | 6.2% | 2.7% | -2.9% | 5.4%
-16.5% | 6.3% | -6.7% | Cc1cccc(NC(=O)c2ccc(S(=O)(=O)NCc3cccnc3)cc2)c1C | 24.1% | 4.7% | -1.4% | -10.7% | 152.9%[activator] | -4.1%
-10.2% | . | -6.9%[59 µM] | O=C(c1ccccc1)N1CCc2cc(CNS(=O)(=O)c3ccccc3Cl)ccc21 | 5.5% | -1.9% | 1.8% | -10.6%[60.1 µM] | 14.5% | -4.7%
-9.8% | -2.9% | -6.3%[12.7 µM] | Nc1nnc(SCCOc2ccc(Br)cc2)s1 | 17.7% | -12.6% | 4.8% | 1.7% | -11.8% | -0.4%
-11.6% | 0.5% | . | CSc1nc(Oc2ccc(F)cc2F)cc(C(F)(F)F)n1 | 15.6% | -13.9% | 53.8%[activator] | -17.6% | 10.9% | -2.8%
-6.1% | -3.5% | . | O=S1(=O)CCOCCCN1Cc1cccc(C(F)(F)F)c1 | 68.9% | -22.7% | 7.0% | 10.3%&-17.1% | 4.0%&29.0% | -9.4%
-1.6% | 0.7% | 7.2%[59 µM] | CCCN(CCC)C(=O)CSc1nc2c(sc(=S)n2-c2ccc(OCC)cc2)c(=O)[nH]1 | 1.7% | -2.5% | -33.8% | -10.6% | 117.7%[activator] | -1.7%
-1.6% | 9.0% | -33.1% | COc1cc(NC(=O)c2ccc([N+](=O)[O-])cc2)c(OC)cc1NC(=O)CC(C)C | 30.5% | -2.7% | -18.6% | -13.3% | 12.0% | -6.5%
-7.1% | 23.0% | ? | O=C(CN1C(=O)NC2(CCCCC2)C1=O)N1CCN(S(=O)(=O)c2ccc(F)c(F)c2F)CC1 | . | . | 3.2% | -12.3% | 15.4% | .
